# Assay outcomes as filed in PubChem.
# KCNK3 block – human KCNK3 channel inhibition, primary screen | B-score at 10 µM | 340,000 compounds, 0.84% hits | O14649 | CHO-KCNK3 thallium flux, FluxOR fluorescence; stronger effect = lower value;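 active = B-score under library mean minus 4 SD, starting fluorescence ratio at most library mean plus 5 SD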;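 also: more negative B-score means stronger inhibition of thallium flux through KCNK3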
# HDAC3 inh – human HDAC3 inhibition | inhibition, % at 8.3 µM | 320,000 compounds, 0.15% hits | O15379 | recombinant HDAC3, fluorogenic peptide/trypsin coupled, fluorescence; in the data active = inhibition above about 26%, passing the limit was not always enough; inconclusive = no clear call, values can overlap the other calls
# ANO1 activ – mouse TMEM16A channel activation, primary screen; 340,000 compounds, 0.3% hits; HEK293 TMEM16A/YFP-H148Q/I152L, iodide quench fluorescence; stronger effect = lower value; B-score at 10 µM;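 active = fluorescence-ratio B-score plate-corrected deviation score at least 3 library SD below zero, with starting fluorescence score within 5 deviations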;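 also: channel opened by trigger with iodide after compound preincubation; score built on the fluorescence ratio of max minus min over baseline; more negative score means more quench and so TMEM16A activation or potentiation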
# Target sequence (Q8BHY3 whole entry, looked up): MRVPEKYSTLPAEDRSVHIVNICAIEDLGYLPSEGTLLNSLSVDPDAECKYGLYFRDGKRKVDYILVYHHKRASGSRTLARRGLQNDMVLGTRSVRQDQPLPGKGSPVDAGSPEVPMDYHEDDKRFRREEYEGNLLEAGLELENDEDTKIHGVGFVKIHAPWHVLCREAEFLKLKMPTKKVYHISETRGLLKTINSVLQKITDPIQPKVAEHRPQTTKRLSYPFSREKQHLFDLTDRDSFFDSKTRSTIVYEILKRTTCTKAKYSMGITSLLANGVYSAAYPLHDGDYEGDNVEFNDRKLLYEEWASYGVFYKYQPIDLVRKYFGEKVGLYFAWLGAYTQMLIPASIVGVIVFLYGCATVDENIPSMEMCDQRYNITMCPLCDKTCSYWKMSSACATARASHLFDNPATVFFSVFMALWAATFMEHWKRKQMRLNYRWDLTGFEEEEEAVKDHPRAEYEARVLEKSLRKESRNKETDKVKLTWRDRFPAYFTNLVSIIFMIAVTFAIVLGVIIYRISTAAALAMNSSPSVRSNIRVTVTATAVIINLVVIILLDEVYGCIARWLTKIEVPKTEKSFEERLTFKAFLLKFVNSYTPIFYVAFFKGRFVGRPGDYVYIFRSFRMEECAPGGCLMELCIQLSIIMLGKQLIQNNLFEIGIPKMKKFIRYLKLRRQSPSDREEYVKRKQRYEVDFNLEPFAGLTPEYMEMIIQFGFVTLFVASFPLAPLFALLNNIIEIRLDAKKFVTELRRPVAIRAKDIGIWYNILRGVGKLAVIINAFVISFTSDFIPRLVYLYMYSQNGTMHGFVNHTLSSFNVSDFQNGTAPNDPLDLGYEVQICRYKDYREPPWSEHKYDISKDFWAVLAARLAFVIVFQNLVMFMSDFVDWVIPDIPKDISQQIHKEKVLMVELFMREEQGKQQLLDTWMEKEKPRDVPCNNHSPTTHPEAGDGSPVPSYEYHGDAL
# Starred values were filed as active, the others as inactive; i = inactive; u = inconclusive. The list is partial; count on the stated rates, not on these rows.
# Sequence of screens: KCNK3 block | HDAC3 inh | ANO1 activ
COc1ccccc1N(C)S(=O)(=O)c1ccc(C(=O)Nc2nccs2)cc1
    i | -3 | i
O=C(CN1C(=O)C(=O)N(Cc2ccccc2)C1=O)Nc1ccc(OC(F)F)cc1
    i | 2 | i
O=C(Nc1ccc(Br)cc1Cl)c1ccc(OCC2CCCO2)cc1 (stereo not given)
    i | 5 | i
Cc1cc(C)n2nc(SCC(=O)N(CCC#N)c3ccc(F)cc3)nc2n1
    i | -2 | i
Cc1ccc(S(=O)(=O)CCC(=O)OC(C)c2nnc(-c3cccs3)o2)cc1 (stereo not given)
    i | -2 | i
Cc1oc(-c2ccccc2)nc1C(=O)OCC(=O)NCc1ccc(Cl)cc1
    i | -4 | i
COc1ccc(C(C)(C)C)cc1NC(=O)CCN1C(=O)C2CCCCC2C1=O (stereo not given)
    i | -1 | i
O=C(Nc1ccccc1)c1cc([N+](=O)[O-])ccc1N1CCCCC1
    i | 6 | i
Cc1ccc(C(=O)NNC(=O)c2ccc(Br)s2)cc1S(=O)(=O)N1CCOCC1
    i | 0 | i
CCC(=O)NC(C)c1cc(Cl)c2ccccc2c1O (stereo not given)
    i | -2 | i
O=C(CN1c2cccc3cccc(c23)S1(=O)=O)N1CCN(c2ccccc2)CC1
    i | 5 | i
CC1CCCC(NC(=O)CN(C)CC(=O)Nc2cccc(F)c2)C1C (stereo not given)
    i | 2 | i
COc1ccccc1C(CNC(=O)c1ccc(S(=O)(=O)N2CCCCC2)cc1)N(C)C (stereo not given)
    i | 3 | i
COc1cccc(NC(=O)CN(C)C(=O)c2cccnc2Nc2cccc(C(F)(F)F)c2)c1
    i | u | i
Cc1cc(C(=O)CN2C(=O)C(=O)N(CCC3=CCCCC3)C2=O)c(C)n1C
    i | -2 | i
O=C(Cn1c(NCCO)nc2ccccc21)Nc1cccc(S(=O)(=O)N2CCCC2)c1
    i | 5 | i
CC1CCN(C(=O)CN2C(=O)C(=O)N(C)C2=O)c2ccccc2S1 (stereo not given)
    i | -4 | i
O=C(c1ccc(Cl)cc1)N1CCC(C(=O)N2CCN(c3ncccn3)CC2)CC1
    i | -9 | i
CC(C)N(C(=O)CN1CCN(C(=O)C2COc3ccccc3O2)CC1)C(C)C (stereo not given)
    i | 5 | i
CCc1cc(C(=O)Nc2nnc(C3CC3)s2)sc1C
    i | 8 | i
CC(C(=O)N1CCCC1)N1CCN(S(=O)(=O)c2ccc(C(C)(C)C)cc2)CC1 (stereo not given)
    i | 2 | i
CCOC(=O)[C@H]1[C@H]2COc3ccc(C)cc3[C@@H]2N2C(=O)[C@@H](CO)NC(=O)[C@@]12C
    i | 8 | i
CN(CC(=O)Nc1ccc(Cl)c(Cl)c1)C(=O)CNC(=O)Cc1ccccc1
    i | 6 | i
Cc1ccc(S(=O)(=O)N2CCN(C(=O)c3cc4c(s3)CCCC4)CC2)cc1
    i | 6 | i
O=C(COC(=O)C1CC2C=CC1C2)Nc1c(Br)cc([N+](=O)[O-])cc1Br (stereo not given)
    i | -13 | i
COc1ccc(S(=O)(=O)N2CCOCC2)cc1NC(=O)c1cc(=O)[nH]c2ccccc12
    i | -2 | i
COc1cccc(CN(C)CC(=O)Nc2ccccc2C(=O)NC2CC2)c1
    i | 0 | i
CC(OC(=O)c1cc(=O)[nH]c2ccccc12)C(=O)Nc1ccc(Cl)cn1 (stereo not given)
    i | 1 | i
COc1cccc(CC(=O)Nc2ccc3c(c2)OC2(CCCC2)O3)c1
    i | 3 | i
COc1cccc(NC(=O)CN(C)C(=O)c2ccccc2Sc2ccccc2C#N)c1
    i | -5 | i
Cc1ccc(C(=O)NC2CC2)cc1S(=O)(=O)N1CCOCC1
    i | -4 | i
NC(=O)c1ccc(NC(=O)COC(=O)C2CCN(S(=O)(=O)c3cccs3)CC2)cc1
    i | 9 | i
COc1ccc(C#Cc2c(-c3ccccc3)n(-c3ccccc3)c3ccc(CO)cc23)cc1
    i | -63 | i
CCOC(=O)c1c(C)[nH]c(C(=O)OCC(=O)NCc2ccc(OC)c(OC)c2)c1C
    i | 2 | i
CCN(CC)c1ccc(NC(=O)CN2C(=O)NC3(CCc4ccccc43)C2=O)cc1 (stereo not given)
    i | 3 | i
O=C(COC(=O)c1cccnc1Cl)Nc1cc(S(=O)(=O)N2CCOCC2)ccc1Cl
    i | 1 | i
CCOc1ccccc1NC(=O)COc1cccnc1[N+](=O)[O-]
    i | 0 | i
COC(=O)c1ccc(CSc2ccc(S(=O)(=O)N3CCCCC3)cn2)cc1
    i | 2 | i
O=C(CNc1ccc(Br)cc1)Nc1cccc(S(=O)(=O)N2CCCC2)c1
    i | 2 | i
CN(CC(=O)Nc1ccccc1Br)C(=O)CNC(=O)c1cccs1
    i | -2 | i
Cc1c(Cl)cnc(NC(=O)COC(=O)CNC(=O)c2ccccc2)c1Cl
    i | 2 | i
CCOc1ccc(NC(=O)CCc2c(C)noc2C)cc1OC
    i | -3 | i
CC(Oc1cccc(Br)c1)C(=O)NNC(=O)CCS(=O)(=O)c1ccccc1 (stereo not given)
    i | 0 | i
Cc1cccc(NC(=O)CN2CCN(C(=O)c3c(C)nn(Cc4ccccc4)c3C)CC2)c1C
    i | -1 | i
CCC1(CC)NC(=O)N(CC(=O)Nc2ccc(OCc3ccccc3)cc2)C1=O
    i | 1 | i
COc1ccc(C(C)(C)C)cc1NC(=O)COC(=O)C1=NNC(=O)CC1
    i | 11 | i
CCOC(=O)c1[nH]c(C)c(C(=O)OCC(=O)N(Cc2ccccc2)C(C)C)c1C
    i | 4 | i
COc1ccc(NC(=O)COC(=O)CNS(=O)(=O)/C=C/c2ccccc2)cc1OC
    i | 1 | i
CC(C)[C@H](NC(=O)c1ccccc1)C(=O)NC1=NCCS1
    i | -8 | i
Cc1ccc(S(=O)(=O)c2nc(-c3cccs3)oc2N2CCC(C(N)=O)CC2)cc1
    i | 3 | i
O=C(CSc1nncs1)NNC(=O)c1ccccc1Br
    i | 0 | i
CCCC(NC(=O)C(C)N1CCN(S(=O)(=O)c2ccccc2)CC1)c1ccccc1 (stereo not given)
    i | 1 | i
CCC(OC(=O)C(CC(C)C)NC(=O)c1ccccc1)C(=O)Nc1nnc(C)s1 (stereo not given)
    i | -8 | i
N#CCCNS(=O)(=O)c1ccc(C(=O)OCC(=O)Nc2ccc3c(c2)OCO3)cc1
    i | 5 | i
CN(Cc1ccc2c(c1)OCCO2)C(=O)CSc1ncnc2sccc12
    i | 4 | i
O=C(CN1C(=O)NC2(CCOc3ccccc32)C1=O)NCCc1ccccc1 (stereo not given)
    i | -1 | i
COc1ccc(CCNC(=O)COC(=O)CCC(=O)c2cccs2)cc1OC
    i | 2 | i
CCN(CC)S(=O)(=O)c1ccc(N2CC(C(=O)NC3(C)CCS(=O)(=O)C3)CC2=O)cc1 (stereo not given)
    i | 2 | i
CC(C)n1nccc1NC(=O)COC(=O)c1ccc(NC(N)=O)cc1
    i | -3 | i
CCN(CC(=O)Nc1ccccc1OC)C(=O)CSCc1ccc(C)cc1
    i | 3 | i

# (continued)
# Sequence of screens: KCNK3 block | HDAC3 inh | ANO1 activ
COc1ccc(CN(C)CC(=O)Nc2ccccc2C(=O)NC2CC2)cc1
    i | 2 | i
CC1CCC(NC(=O)C2CCN(C(=O)Nc3ccccc3)CC2)CC1 (stereo not given)
    i | 3 | i
O=C(CCCN1C(=O)NC2(CCCC2)C1=O)Nc1ccc(F)cc1
    i | -4 | i
Cn1nc(N2CCN(S(=O)(=O)c3ccccc3)CC2)c(=O)n(C)c1=O
    i | -3 | -29*
CCOC(=O)C1CCN(C(=O)c2cccc(S(=O)(=O)N3CCc4ccccc43)c2)CC1
    i | 6 | i
COc1ccccc1N1CCN(CC(=O)Nc2ccnn2C2CCCC2)CC1
    i | -6 | i
COCCN(C(=O)c1sc2ccccc2c1Cl)c1c(N)n(CC(C)C)c(=O)[nH]c1=O
    i | -1 | i
CC1CN(S(=O)(=O)c2cccc(C(=O)NCC3COc4ccccc4O3)c2)CC(C)O1 (stereo not given)
    i | 3 | i
Cc1nc(SCC(=O)N2CCNC2=O)c2ccccc2n1
    i | 3 | i
COc1ccc(O)c(C(=O)c2cnn(C(=O)c3ccc(C)cc3)c2)c1
    i | 6 | i
CCOc1ccccc1N1CCN(CC(=O)Nc2ccnn2C2CCCC2)CC1
    i | 2 | i
O=C(Cc1ccsc1)Nc1ccc2c(c1)OCO2
    i | -3 | i
NC(=O)c1ccsc1NC(=O)COC(=O)C1=NNC(=O)CC1
    i | 2 | i
CCC(NC(=O)CN1CCN(C(=O)c2cccs2)CC1)c1ccc(C)cc1 (stereo not given)
    i | -9 | i
CCOc1ccccc1N
    i | 0 | i
O=C(NNC(=O)c1cccc(-n2cccc2)c1)c1ccccc1
    i | -4 | i
CCCn1c(SCC(=O)N(C2CCCCC2)C2CCS(=O)(=O)C2)n[nH]c1=O (stereo not given)
    i | 13 | i
CCN(Cc1ccc2c(c1)OCCO2)S(=O)(=O)c1ccc(NC(C)=O)cc1
    i | 2 | i
N#Cc1ccc(OCC(=O)N2CCN(C(=O)c3ccco3)CC2)cc1
    i | -1 | i
O=C(O)CCSSCCC(=O)O
    i | -4 | i

# Ordered by SMILES length (rising): some entries from above
# Sequence of screens: KCNK3 block | HDAC3 inh | ANO1 activ
COc1ccccc1N1CCN(CC(=O)Nc2ccnn2C2CCCC2)CC1
    i | -6 | i
COc1ccc(CN(C)CC(=O)Nc2ccccc2C(=O)NC2CC2)cc1
    i | 2 | i
COc1ccc(O)c(C(=O)c2cnn(C(=O)c3ccc(C)cc3)c2)c1
    i | 6 | i

# Carrying on.
# Sequence of screens: KCNK3 block | HDAC3 inh | ANO1 activ
CC(C)n1nccc1NS(=O)(=O)c1ccccc1
    i | 2 | i
Cn1c(SCC(=O)NC2CCS(=O)(=O)C2)nc2ccccc21 (stereo not given)
    i | 1 | i
O=C(COC(=O)C1COc2ccccc2O1)NC1CCCCC1 (stereo not given)
    i | 1 | i
CN1CCN(S(=O)(=O)c2ccc(SCCOc3ccc(Cl)cc3)nc2)CC1
    i | -6 | i
O=C(OCC(=O)N1CCCc2ccccc21)c1ccccc1OC(F)F
    i | 0 | i
CCOc1ccc(NC(=O)CN(C)C(=O)C(C)N2C(=O)c3ccccc3C2=O)cc1OCC (stereo not given)
    i | 0 | i
CCOc1cc(C(=O)NCc2ccccc2)ccc1OCC(=O)N1CCCCC1
    i | 2 | i
CCCOc1ccc(C(CC(=O)O)NC(=O)C(c2ccccc2)c2ccccc2)cc1 (stereo not given)
    i | -4 | i
CCOc1ccc(S(=O)(=O)N2CCC(C(=O)OC(C)C(=O)NC3CCCCC3C)CC2)cc1 (stereo not given)
    i | 6 | i
Cc1cccc(NC(=O)C(C)Oc2ccc(C)nc2[N+](=O)[O-])c1 (stereo not given)
    i | 5 | i
O=C(COC(=O)Cc1c(Cl)cccc1Cl)NC1CCCC1
    i | 1 | i
CCOc1cc(N2CCOCC2)c(OCC)cc1NC(=O)Cn1cnnn1
    i | 6 | i
Cc1ccc(C(=O)NCC(=O)N2CCCCCCC2)cc1C
    i | 1 | i
O=C(Nc1cccnc1)c1ccc([N+](=O)[O-])s1
    i | 4 | i
COc1ccc(N(C)S(=O)(=O)c2cccc(C(=O)Nc3ccc(N4CCOCC4)cc3)c2)cc1
    i | -4 | i
O=C(CSc1nc2nn(-c3ccccc3)c(=O)c-2c2n1CCCCC2)c1ccc(OC(F)F)cc1
    i | -4 | i
COc1cc(OC)cc(C(=O)Nc2ccc(N3CCOCC3)cc2N2CCOCC2)c1
    i | 1 | i
CCN(C(=O)COC(=O)c1cc([N+](=O)[O-])ccc1N1CCOCC1)c1ccccc1
    i | 1 | i

# Reformatted: results already given.
mol	KCNK3 block	HDAC3 inh	ANO1 activ
CCN(Cc1ccc2c(c1)OCCO2)S(=O)(=O)c1ccc(NC(C)=O)cc1	i	2	i
N#Cc1ccc(OCC(=O)N2CCN(C(=O)c3ccco3)CC2)cc1	i	-1	i
O=C(O)CCSSCCC(=O)O	i	-4	i
CC(C)n1nccc1NS(=O)(=O)c1ccccc1	i	2	i
Cn1c(SCC(=O)NC2CCS(=O)(=O)C2)nc2ccccc21 (stereo not given)	i	1	i
O=C(COC(=O)C1COc2ccccc2O1)NC1CCCCC1 (stereo not given)	i	1	i
CN1CCN(S(=O)(=O)c2ccc(SCCOc3ccc(Cl)cc3)nc2)CC1	i	-6	i
O=C(OCC(=O)N1CCCc2ccccc21)c1ccccc1OC(F)F	i	0	i
CCOc1ccc(NC(=O)CN(C)C(=O)C(C)N2C(=O)c3ccccc3C2=O)cc1OCC (stereo not given)	i	0	i
CCOc1cc(C(=O)NCc2ccccc2)ccc1OCC(=O)N1CCCCC1	i	2	i
CCCOc1ccc(C(CC(=O)O)NC(=O)C(c2ccccc2)c2ccccc2)cc1 (stereo not given)	i	-4	i
CCOc1ccc(S(=O)(=O)N2CCC(C(=O)OC(C)C(=O)NC3CCCCC3C)CC2)cc1 (stereo not given)	i	6	i
Cc1cccc(NC(=O)C(C)Oc2ccc(C)nc2[N+](=O)[O-])c1 (stereo not given)	i	5	i
O=C(COC(=O)Cc1c(Cl)cccc1Cl)NC1CCCC1	i	1	i
CCOc1cc(N2CCOCC2)c(OCC)cc1NC(=O)Cn1cnnn1	i	6	i
Cc1ccc(C(=O)NCC(=O)N2CCCCCCC2)cc1C	i	1	i
O=C(Nc1cccnc1)c1ccc([N+](=O)[O-])s1	i	4	i
COc1ccc(N(C)S(=O)(=O)c2cccc(C(=O)Nc3ccc(N4CCOCC4)cc3)c2)cc1	i	-4	i
O=C(CSc1nc2nn(-c3ccccc3)c(=O)c-2c2n1CCCCC2)c1ccc(OC(F)F)cc1	i	-4	i
